TROY signal inh = blocks TROY-dependent signaling in reporter cells; Q293 LMP1-TROYcd NF-kB luciferase reporter, 4 h; inhibition, % at 10 µM; actives 0.98% (n = 360,000); AID 1347056;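 active means compounds whose plate-normalised and pattern-corrected inhibition of the luciferase reporter signal at the single screening dose is 50% or more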
TWEAK-Fn14 inh = TWEAK-Fn14 signaling inhibition. TWEAK-stimulated Fn14 reporter cells, luciferase luminescence, 8 h. inhibition, % at 10 µM. actives 2% (n = 360,000). AID 1159606; in the data active means inhibition above about 50%
EBV LMP1 NFkB = reduces LMP1-driven NF-kappaB luciferase signal; LMP1-induced NF-kappaB luciferase reporter cells, luminescence; inhibition, % at 12.5 µM; actives 0.69% (n = 350,000); in the data active means inhibition above about 41%;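 further: 0% = neutral control wells and 100% = reference inhibitor control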
C8 TRAIL sens = sensitizes caspase-8 expressing cells to TRAIL; NB7+C8 cells + TRAIL, ATPlite viability luminescence; inhibition (viability loss, TRAIL sensitization), % at 10 µM; actives 1% (n = 360,000); AID 624354;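 active means compounds causing at least 50% loss of cell viability in the single-dose screen, relative to plate controls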
SRC1 inh = human NCOA1 inhibition | HEK293 GAL4-SRC1 luciferase reporter, luminescence | Q15788 | AID 588354 | inhibition, % at 3.6 µM | actives 0.12% (n = 360,000);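 active means inhibition above the campaign mean plus 3 SD, with each screening campaign given its own cutoff, cut at about 60% in these data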;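 further: 0% = DMSO treated cells and 100% = gossypol at 36 µM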
NCOA2 inhibitor = inhibits human steroid receptor coactivator 2. Q15596. HEK293 GAL4-SRC2 luciferase reporter, luminescence. inhibition, % at 9 µM. actives 0.17% (n = 370,000). AID 651957;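 active means inhibition above the mean inhibition of all tested compounds plus 3 SD, set per campaign, cut at about 52% in these data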;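 further: 0% = DMSO treated cells and 100% = cells given Gossypol at 36 µM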
NR2F2 inh = NR2F2 (human) inhibition, primary screen; AID 686940; HEK293T NGFI-A luciferase reporter, luminescence; inhibition, % at 8.6 µM; actives 0.7% (n = 370,000);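 active means inhibition above a per-plate cutoff, mean inhibition of test wells between control levels plus 3 SD, cut at about 38% in these data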;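 further: cells cotransfected with COUP-TFII expression vector driving the NGFI-A reporter; 0% = median of COUP-TF2 test wells and 100% = reporter-only cells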
Target sequence (P24468 whole entry, looked up): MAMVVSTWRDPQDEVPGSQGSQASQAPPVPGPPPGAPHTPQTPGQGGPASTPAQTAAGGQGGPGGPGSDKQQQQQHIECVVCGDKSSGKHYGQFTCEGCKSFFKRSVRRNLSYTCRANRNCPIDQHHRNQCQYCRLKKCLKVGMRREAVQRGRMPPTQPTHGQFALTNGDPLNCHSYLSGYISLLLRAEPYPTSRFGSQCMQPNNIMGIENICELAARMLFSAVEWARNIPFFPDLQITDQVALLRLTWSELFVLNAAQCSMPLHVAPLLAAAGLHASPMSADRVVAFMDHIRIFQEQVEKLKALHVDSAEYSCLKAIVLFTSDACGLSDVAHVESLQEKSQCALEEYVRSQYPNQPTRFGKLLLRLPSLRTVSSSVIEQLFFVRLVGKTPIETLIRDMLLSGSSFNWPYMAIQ
NCOA3 inh = inhibits human SRC3 coactivator | HEK293 GAL4-SRC3 luciferase reporter, luminescence | AID 588352 | actives 0.17% (n = 360,000) | inhibition, % at 3.6 µM;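 active means inhibition above a per-campaign cutoff, the mean of all compounds plus 3 SD, cut at about 60% in these data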;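 further: 0% = DMSO-treated cells and 100% = gossypol-treated cells at 36 µM; higher means less SRC3-driven luciferase light from the GAL4 reporter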
KKLEB cytotox = CF airway cell cytotoxicity counter-screen | KKLEB CF airway cells viability, ATPlite luminescence, overnight; hits give low values; cells stimulated with P. aeruginosa culture filtrate | actives 0.36% (n = 360,000) | activity change (cytotoxicity), % at 5 µM;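 active means corrected activity change at or below -50% at 5 µM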
CF NFkB inh = blocks PAF-induced NF-kB reporter in cystic fibrosis cells; inhibition, % at 5 µM; actives 0.86% (n = 360,000); KKLEB NF-kB-GFP reporter, GFP fluorescence overnight;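 active means at least 50% inhibition at 5 µM, scaled per plate between neutral and stimulator controls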;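 further: PAF is a Pseudomonas aeruginosa culture filtrate used as stimulus; plate controls were PAF-stimulated DMSO wells for no effect and unstimulated DMSO wells for full effect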
LRH-1 inv ag = inverse agonists of human LRH-1 (NR5A2). inhibition, % at 3.6 µM. actives 0.13% (n = 360,000). O00482. HEK293T StAR-luciferase reporter, LRH-1 transfected, 24 h;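 active means inhibition above the mean inhibition of all tested compounds plus 3 SD, cut at about 73% in these data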;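 further: 0% = DMSO wells and 100% = reporter-only cells lacking LRH-1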
Target sequence (O00482 whole entry, looked up): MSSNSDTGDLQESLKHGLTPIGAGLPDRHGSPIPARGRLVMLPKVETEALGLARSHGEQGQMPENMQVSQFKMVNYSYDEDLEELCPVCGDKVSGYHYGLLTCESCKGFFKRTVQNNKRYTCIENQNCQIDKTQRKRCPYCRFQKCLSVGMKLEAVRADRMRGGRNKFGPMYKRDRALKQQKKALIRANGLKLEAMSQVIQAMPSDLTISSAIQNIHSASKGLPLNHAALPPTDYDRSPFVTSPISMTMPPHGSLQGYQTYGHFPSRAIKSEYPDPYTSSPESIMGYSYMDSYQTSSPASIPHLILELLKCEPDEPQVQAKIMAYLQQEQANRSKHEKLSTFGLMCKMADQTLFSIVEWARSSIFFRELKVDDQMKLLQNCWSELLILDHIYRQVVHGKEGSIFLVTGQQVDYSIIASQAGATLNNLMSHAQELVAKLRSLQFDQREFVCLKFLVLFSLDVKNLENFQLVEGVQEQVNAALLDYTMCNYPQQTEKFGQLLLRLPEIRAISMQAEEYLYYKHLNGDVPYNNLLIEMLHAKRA
The depositor's hits bear a star; / = not tested or not shown.

SMILES	TROY signal inh	TWEAK-Fn14 inh	EBV LMP1 NFkB	C8 TRAIL sens	SRC1 inh	NCOA2 inhibitor	NR2F2 inh	NCOA3 inh	KKLEB cytotox	CF NFkB inh	LRH-1 inv ag
Nn1cc(-c2ccccc2)nc1SCC(=O)N1CCN(S(=O)(=O)c2ccc(Cl)cc2)CC1	-18	0	2	-11	1	-39	-5	-5	4	-7	-17
COc1cc(C(=O)NCc2cccs2)ccc1OCc1c(C)noc1C	2	-17	4	5	-12	4	-22	14	10	-10	-7
COCCn1c(SCc2c(F)cccc2Cl)nc2c1c(=O)[nH]c(=O)n2C	12	-2	5	-1	-1	1	-25	1	8	-8	-23
O=C(Nc1ccccc1)c1cc2n(n1)C(C(F)(F)F)CC(C1CC1)N2 (stereo not drawn)	-32	-5	-41	3	-10	-4	-2	-18	-9	4	-21
CC(=O)c1c(C)[nH]c(C(=O)CN2C(=O)NC(C)(CCC(C)C)C2=O)c1C (stereo not drawn)	-7	5	-2	-4	-2	-23	-5	0	-4	-21	14
CCC(CC)C(=O)Nc1nnc(S(=O)(=O)N2c3ccccc3CC2C)s1 (stereo not drawn)	15	4	-8	16	8	-7	3	-18	1	-10	2
O=S1(=O)CCC(NC(=S)NCCNC(=S)NC2CCS(=O)(=O)C2)C1 (stereo not drawn)	-4	5	-3	3	7	-19	5	16	9	-20	-16
COc1ccc(C(=O)Nc2cccc3cccnc23)cc1OC	-39	0	-1	-4	-14	-12	17	-29	4	-31	-16
CC(=O)Nc1ccc(CN2C(=O)C(Cc3ccccc3)ON=C2c2cccc(F)c2)cc1 (stereo not drawn)	83*	-22	/	5	10	-2	-11	19	-10	-7	-5
CC(=O)Nc1ccc(NC(=O)c2ccc3sc([C@H]4C[C@H](O)[C@@H](CO)O4)nc3c2)cc1	6	12	/	2	-10	4	2	2	-3	7	9
Cc1ccc(OC(C)C(=O)Nc2ccc3c(c2)n(C)c(=O)n3C)c(C)c1 (stereo not drawn)	16	-9	1	0	16	-22	-10	12	-3	-12	1
CC(C)C1N(c2ccccc2)C(N)=C(C#N)C1(C#N)C#N (stereo not drawn)	-9	-18	17	5	2	17	-10	32	3	19	-9
O=C(Nc1ccccc1)C1=C[C@@H](c2ccccc2)C[C@@H](OCc2ccc(CO)cc2)O1	-48	-86	-14	-4	-38	-45	-18	-30	5	0	-15
COc1cc(/C=C(\NC(C)=O)C(=O)Nc2cccc(O)c2)ccc1OC(C)=O	3	-6	-3	-6	0	-2	6	9	-1	17	10
O=C(OCc1cccc([N+](=O)[O-])c1)c1cc2ccccc2oc1=O	-1	-37	4	-9	0	-29	9	-28	-1	-8	-13
O=C(O)C(Cc1ccc(O)cc1)N1C(=O)c2ccccc2C1=O (stereo not drawn)	6	-2	11	-10	-20	-1	-1	-11	-10	-5	-11
CSc1ccc(CCNC(=O)CCc2nnc3ccc(N4CCC5(CC4)OCCO5)nn23)cc1	-17	-5	2	9	7	-21	5	14	12	-36	3
O=C(C1=C(O)C(=O)N(CCc2ccccc2)C1c1cccs1)c1ccco1 (stereo not drawn)	2	-13	-4	7	3	-6	-3	17	-1	5	-7
Cc1cc(C)nc(NC(=O)Cc2cccs2)n1	-13	-17	-5	-2	-18	-1	3	0	-2	-3	-7
Cc1occc1C(=O)N1CCN(c2ccc(Cl)c(Cl)c2)CC1	7	9	1	14	-25	20	11	-13	-3	2	-4
COC(=O)c1ccccc1CSc1nsc(/C=C/N(C)C)c1C#N	7	1	9	-13	-15	/	/	13	-14	13	-22
O=C(O)CCN1CC2([N+](=O)[O-])CC=C(OCCO)C([N+](=O)[O-])(C1)C2 (stereo not drawn)	-10	-3	3	13	-1	-10	-23	1	5	17	4
COc1ccc(NC(=O)C2(C)Cc3c(-c4ccc(N(C)C)cc4)ccnc3O2)cn1 (stereo not drawn)	13	5	/	23	10	-5	-7	-1	-3	-9	-13
O=C(NC1CCCCC1)c1ccccc1NC(=S)NC(=O)C1CCC1	19	-13	0	-4	7	1	14	-12	2	-2	11
CCOC(=O)c1cnc2ccc(Cl)cc2c1NCCN(C)C	-15	-22	-8	2	-11	-6	6	6	10	-12	-6
COc1cc(/C=N\NC(=O)CC(=O)NCCc2ccccc2)ccc1O	-2	-18	-2	-5	6	-13	-2	2	0	3	4
O=C(C(c1ccccc1)c1ccccc1)N1CCN(Cc2ccccn2)CC1	1	-12	-4	4	-8	-10	-1	-11	4	-4	1
CC(C)OCC(O)CN (stereo not drawn)	-14	-11	6	4	-17	-17	2	-7	9	-6	1
O=C(COc1cccc(Br)c1)Nc1ccc(Cl)c(S(=O)(=O)N2CCOCC2)c1	36	36	30	13	3	14	18	10	1	-8	15
COc1ccc(-c2coc3c(C(=O)NCc4cccc(Cl)c4)cccc23)c(C)c1	27	20	/	9	-9	15	17	1	-8	-1	-4
COc1ccc(S(=O)(=O)N2CCCCC2)cc1NC(=O)c1cc(C)on1	-6	24	-2	-20	1	2	0	13	-1	-8	-4
C/C(=N\NC(=O)C(=O)Nc1cccc(Cl)c1)c1ccncc1	-18	-19	-3	12	-19	1	-1	14	-3	11	-7
COc1ccc(C2CC(c3ccccc3)=NN2C(=O)COC(=O)c2ccc(Cl)nc2)cc1 (stereo not drawn)	-110	-65	2	10	-82	-26	1	-14	-5	2	-26
COc1ccccc1OC(C)C(=O)N1CCC(Cc2ccccc2)CC1 (stereo not drawn)	-3	-14	1	12	5	15	1	14	2	6	23
CCOC(=O)c1ccc2nc3c(cc2c1)CCS3	-56	-6	-45	22	-65	-39	-24	-76	-11	-12	-74
O=C(NOCc1ccccc1)c1ccccc1	-9	40	6	12	-96	-41	-64	-71	2	5	-122
O=C(c1cccs1)N1CCN(C2CCN(Cc3ccccc3)CC2)CC1	-18	-9	2	7	-12	-3	10	0	2	7	9
O=C(Cc1ccccc1)O/N=C1\CCCc2ccccc21	1	0	-4	-1	-9	-17	-5	19	-5	-2	13
COc1ccc(NC(=S)N2CCN(Cc3ccccc3)CC2)cc1	-21	-11	-1	0	9	6	-8	0	5	4	-4
Cc1noc(C)c1NC(=O)N(C)C[C@H]1Oc2ccc(NS(=O)(=O)c3cccs3)cc2C(=O)N([C@H](C)CO)C[C@@H]1C	1	-14	-2	-21	-9	-9	2	-6	2	-1	2

Some of the entries above, set out differently:
The line under a structure holds: TROY signal inh, TWEAK-Fn14 inh, EBV LMP1 NFkB, C8 TRAIL sens, SRC1 inh, NCOA2 inhibitor, NR2F2 inh, NCOA3 inh, KKLEB cytotox, CF NFkB inh, LRH-1 inv ag
O=C(O)CCN1CC2([N+](=O)[O-])CC=C(OCCO)C([N+](=O)[O-])(C1)C2 (stereo not drawn)
 : -10, -3, 3, 13, -1, -10, -23, 1, 5, 17, 4
C/C(=N\NC(=O)C(=O)Nc1cccc(Cl)c1)c1ccncc1
 : -18, -19, -3, 12, -19, 1, -1, 14, -3, 11, -7
COc1ccc(NC(=S)N2CCN(Cc3ccccc3)CC2)cc1
 : -21, -11, -1, 0, 9, 6, -8, 0, 5, 4, -4
CCOC(=O)c1ccc2nc3c(cc2c1)CCS3
 : -56, -6, -45, 22, -65, -39, -24, -76, -11, -12, -74

Additional results
SMILES	TROY signal inh	TWEAK-Fn14 inh	EBV LMP1 NFkB	C8 TRAIL sens	SRC1 inh	NCOA2 inhibitor	NR2F2 inh	NCOA3 inh	KKLEB cytotox	CF NFkB inh	LRH-1 inv ag
CCN(C(=O)COC(=O)CCOc1cc(C)ccc1C)c1c(N)n(Cc2ccccc2)c(=O)[nH]c1=O	-9	-6	2	-5	-5	10	10	-6	-2	1	7
COC(=O)[C@]12CCCCC=C1N(Cc1ccc(Cl)cc1Cl)C(=O)[C@H](CC(=O)N1CCCC1)C2	16	8	/	11	/	6	17	/	/	/	5
CCOc1cccc(=O)c2c(C)n(CC(=O)c3ccccc3)c(C)c12	-7	11	6	-6	-18	-1	15	1	2	5	-14
COC(=O)c1nn2c(C(F)(F)F)cc(-c3ccc(Br)o3)nc2c1Br	-1	5	-4	4	6	2	27	-18	-18	7	-1
Cn1nc(-c2ccc(NCCO)c([N+](=O)[O-])c2)c2ccccc2c1=O	5	-11	1	-6	-6	-17	3	3	-6	3	-3
CC1=C(C(=O)OCc2ccccc2)C(c2ccc(N(C)C)cc2)NC(=O)N1 (stereo not drawn)	-2	-11	7	-30	-10	1	7	17	-10	10	-28
CCSc1c(-c2ccccc2)nc2c(C)cccc2c1C(=O)O	-3	7	2	-3	0	-33	30	12	8	0	8
COc1cc(OC)c2c3c(c(C4CCCCC4)nc2c1)CCC3	-5	-25	3	26	-7	-13	0	-12	8	3	-4
CCc1nc2ccc(C(=O)N3CCN(S(=O)(=O)CC)CC3)cn2c1N(C)C(=O)C1CCCCC1	7	27	/	-6	-32	-38	11	-8	-6	15	-2
COc1cc(-c2noc(C)c2C#Cc2ccsc2)cc(OC)c1OC	-15	12	3	17	0	3	-34	-30	-14	28	36
CC1(C(=O)Nc2cnc3ccccc3c2)CCN1C(=O)c1ccccc1CCc1ccccc1 (stereo not drawn)	16	23	/	5	-5	2	15	-2	-1	16	13
CCCCNC(=O)[C@H]1C[C@H]1[C@@H](O)[C@H](CO)NC(=O)[C@H](COCc1ccccc1)NC(=O)OC(C)(C)C	-14	8	2	2	6	5	7	-13	10	-5	-4
COc1cc(C(NC=O)C(=O)Nc2c(C)cccc2C)ccc1O (stereo not drawn)	17	4	-6	3	-13	14	6	16	-5	4	-3
CCCCn1c2nc3ccccc3nc2c2c(=O)n(-c3ccccc3)cnc21	4	-14	12	2	4	12	-2	5	8	-29	-4
NC(=O)[C@@H]1CCCN1Cc1nc(Cc2ccccc2F)no1	0	-5	2	-2	0	-48	4	9	4	11	-19
O=S1(=O)CC(N2CCCC2)CN1Cc1cn(Cc2ccc(Cl)cc2)nn1 (stereo not drawn)	-12	1	/	4	/	-18	22	/	/	/	4
Cc1nc(N)nc(N)c1-c1ccc(Cl)c(Cl)c1	4	12	20	82*	47	22	34	34	-10	10	32
COc1ccc(NC(=O)CCC(=O)N2CCCC2)c([N+](=O)[O-])c1	-10	-5	3	7	-24	9	4	3	16	-18	-27
O=C(COC(=O)c1nc(Cl)ccc1Cl)Nc1ccc2[nH]c(=O)[nH]c2c1	17	13	0	5	10	-12	-20	5	8	8	6
CN(C)C(CNC(=O)c1ccc(S(=O)(=O)Nc2ccccc2)cc1)c1ccco1 (stereo not drawn)	-9	3	5	7	-1	-10	-11	-24	21	4	-8
COC(=O)c1ccccc1NC(=O)CSc1n[nH]c(-c2ccco2)n1	1	8	0	2	9	-12	13	-6	1	4	8
Cc1cc(C)c(-c2csc(NC(=O)/C=C/c3cccs3)n2)c(C)c1	-5	69*	6	24	18	21	36	24	-62*	58*	10
COCCNC(=O)CSc1nnc(-c2ccccc2)c(-c2ccccc2)n1	9	13	2	0	-47	13	-1	1	6	-4	1
C=C(c1ccccc1O)n1ccnc1	3	20	-1	-5	13	12	9	5	-8	2	3
COC(=O)c1c(NC(=O)CCS(=O)(=O)c2ccccc2)sc2c1CCN(C)C2	-7	-7	2	3	-6	-4	1	-18	8	7	-10

Screening data deposited in PubChem by several laboratories.
